PPARg SRC-2 ag – agonists of PPARg-SRC-2 recruitment, primary screen, biochemical, HTS | activation, % at 8 µM | AID 1032, 2008 | hit rate 0.34% among 200,000 | PPARgamma LBD-SRC-2 recruitment | Peroxisome proliferator-activated receptor gamma (Homo sapiens), P37231; in the data active means activation above about 22%;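 further: 0% = vehicle and 100% = reference agonist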
PMI act hi M6P – human PMI activators, high substrate, primary screen, biochemical, fluorescence intensity, near-saturating mannose 6-phosphate | coupled PMI enzyme assay, resazurin fluorescence, 20 min; hits give high values; 1 = untreated enzyme, 0 = substrate-free blank | activation factor at 20 µM | hit rate 0.34% among 190,000;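 active means activation factor of 2 or more at 20 µM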
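test system = human PMI in coupled enzyme assay | medium = HEPES-buffered pH 7.4 with magnesium and detergent | also added = 1.0 mM mannose-6-phosphate substrate with 0.22 mM NADP+ | compound = 20 µM single dose | times = 20 min incubation at room temperature | measured by = resorufin fluorescence (Ex 544/Em 590 nm) from resazurin via diaphorase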
G6PDH counter – L. mesenteroides G6PDH inhibitors, counter-screen for G6PDH-coupled screening assays, biochemical, Leuconostoc mesenteroides enzyme. inhibition, % at 5 µM. AID 1020, 2008. glucose-6-phosphate dehydrogenase [Leuconostoc mesenteroides]. Purified L. mesenteroides G6PDH, diaphorase/resazurin coupled fluorescence, 45 min. hit rate 0.12% among 200,000; in the data active means inhibition above about 50%
Diaphorase act – compounds boosting diaphorase resazurin reduction – biochemical, uHTS, resorufin fluorescence, counter-screen for diaphorase-coupled primary assays, primary screen; Diaphorase/resazurin coupled assay, 16 min; hits give high values; 1 = vehicle wells, 0 = NADH-free wells; activation factor at 20 µM; hit rate 0.005% among 190,000;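 active means diaphorase activity raised at least twofold by the compound at 20 µM; inactive means activation factor below 2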
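System – purified diaphorase enzyme from Clostridium kluyveri · Input – enzyme 0.07 U/mL final · Also added – final NADH 0.114 mM, resazurin 0.1 mM · Measured by – fluorescence of resorufin, 544 nm excitation, 590 nm emission · Timing – 16 min enzyme reaction, ambient temperature · Measure – resorufin increase flagging diaphorase activators or reducers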
PMI act – activators of human PMI, primary screen, biochemical, fluorescence intensity, near-Km mannose 6-phosphate | Mannose-6-phosphate isomerase (Homo sapiens), P34949 | hit rate 0.005% among 190,000 | purified human PMI, coupled resazurin fluorescence, 20 min; hits give high values; 1 = vehicle control, 0 substrate-free wells | activation factor at 20 µM;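 active means activation factor of 2 or more at 20 µM, relative to plate controls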
Diaph inh CS – diaphorase inhibitors and chemical oxidizers, primary screen, counter-screen for diaphorase-coupled primary assays, biochemical, uHTS, resorufin fluorescence; diaphorase resazurin-to-resorufin fluorescence, NADH, 16 min; bacterial (C. kluyveri) enzyme, not human; inhibition, % at 20 µM; hit rate 0.69% among 190,000;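 active means primary screen inhibition at 20 µM above a set limit, cut at about 50% in these data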;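 further: plate controls were DMSO with full reaction for no effect and wells lacking NADH for full effect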
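Assay system: diaphorase enzyme from Clostridium kluyveri. Quantity: enzyme working solution with 0.14 U/mL diaphorase. Schedule: reaction incubation of 16 min at room temperature. Technique: resorufin fluorescence, excitation 544 nm, emission 590 nm. Controls: No-NADH positive control and DMSO neutral control.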
SRC2 TRFRET art – TR-FRET signal artefacts, primary screen, artefact control for PPARgamma SRC-2 agonist project, biochemical | hit rate 0.4% among 200,000 | TR-FRET ratio at 8 µM | AID 1049, 2008 | TR-FRET artefact counter-screen; hits give high values; in the data active means TR-FRET ratio above about 2000; further: inactives centre near 1500
PPARg SRC1 recr – PPARgamma agonists recruiting SRC-1 coactivator, primary screen, biochemical; hit rate 0.41% among 200,000; Peroxisome proliferator-activated receptor gamma (Homo sapiens), P37231; AID 631, 2007; PPARgamma-SRC-1 coactivator recruitment biochemical assay; activation, % at 8 µM; in the data active means activation above about 19%;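 further: 0% = DMSO and 100% = reference agonist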
PPARg SRC3 recr – PPARgamma agonists recruiting SRC-3 coactivator, primary screen, biochemical | hit rate 0.26% among 200,000 | biochemical PPARgamma/SRC-3 coactivator recruitment assay | activation, % at 8 µM | Peroxisome proliferator-activated receptor gamma (Homo sapiens), P37231; in the data active means activation above about 23%;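 further: 0% = DMSO and 100% = reference agonist; some compounds past the cut are filed as inactive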
ROMK primary – ROMK potassium channel modulators, primary screen, cell-based, thallium flux, MLSMR library; Tet-inducible ROMK, thallium flux fluorescence; actives lie on both sides; hit rate 2% among 130,000; B-score at 10 µM; ATP-sensitive inward rectifier potassium channel 1 (Homo sapiens), P48048;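 active means signal ratio slope over the read window, or its plate-corrected B-score, at least 3 SD from the plate mean, either direction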;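 further: B-score of the F/F0 ratio slope over 7 to 12 s after thallium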
Target sequence (P48048 whole entry, looked up): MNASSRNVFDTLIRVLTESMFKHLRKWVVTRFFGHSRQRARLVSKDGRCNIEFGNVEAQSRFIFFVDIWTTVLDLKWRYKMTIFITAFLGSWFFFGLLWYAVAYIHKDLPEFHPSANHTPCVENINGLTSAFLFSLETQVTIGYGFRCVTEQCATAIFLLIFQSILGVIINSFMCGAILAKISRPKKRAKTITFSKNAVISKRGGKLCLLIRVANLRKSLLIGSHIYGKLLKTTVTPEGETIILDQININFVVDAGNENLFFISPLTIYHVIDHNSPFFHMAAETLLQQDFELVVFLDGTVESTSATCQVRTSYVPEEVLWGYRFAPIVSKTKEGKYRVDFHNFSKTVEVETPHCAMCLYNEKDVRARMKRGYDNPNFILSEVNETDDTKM
S1P3 antagonist – S1P3 receptor antagonists, primary screen, cell-based. hit rate 0.27% among 170,000. inhibition, % at 4.98 µM. CHO S1P3 NFAT-BLA reporter, FRET fluorescence, antagonist mode. Sphingosine 1-phosphate receptor 3 (Homo sapiens), Q99500;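 active means inhibition above the plate cutoff, the mean inhibition of test wells on that plate plus 3 SD, cut at about 28% in these data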;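 further: cells challenged with S1P at its EC80 of 0.8 µM; blue over green emission ratio from cleaved BLA substrate after 4 h stimulation; 0% = S1P-stimulated wells and 100% = unstimulated DMSO-only wells; some compounds past the cut are filed as inactive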
Target sequence (Q99500 whole entry, looked up): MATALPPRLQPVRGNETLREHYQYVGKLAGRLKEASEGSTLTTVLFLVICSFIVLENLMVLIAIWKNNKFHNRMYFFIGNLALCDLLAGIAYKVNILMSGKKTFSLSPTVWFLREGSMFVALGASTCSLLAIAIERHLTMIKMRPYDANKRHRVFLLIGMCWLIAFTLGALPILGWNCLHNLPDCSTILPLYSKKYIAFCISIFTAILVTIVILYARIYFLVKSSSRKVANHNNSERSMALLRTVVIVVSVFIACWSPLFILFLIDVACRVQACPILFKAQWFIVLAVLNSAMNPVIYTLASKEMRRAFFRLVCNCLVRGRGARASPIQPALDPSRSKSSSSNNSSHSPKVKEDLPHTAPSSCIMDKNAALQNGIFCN
Numbers without * were called inactive; / = no result given.

item	compound	Diaph inh CS	Diaphorase act	ROMK primary	S1P3 antagonist	PPARg SRC-2 ag	PMI act
1	Cc1cc(NC(=O)CSc2cn(C)c3ccccc23)no1	14	0.9	/	-4	8	1.1
2	C#CCOCCOCCOCCNc1nc(N2CCN(C(=O)[C@H]([C@@H](C)CC)n3cc([C@@H](N)CC(C)C)nn3)CC2)nc(N2CCN(C(=O)[C@H](Cc3cc4ccccc4[nH]3)n3cc([C@@H](N)Cc4ccc(O)cc4)nn3)CC2)n1	-30	1.3	/	-34	8	1.1
3	CC(C)c1ccc2c(c1)C(=O)NC(C)(C)C2	26	0.7	/	-29	12	1
4	Cc1ccc(-c2nnn(CC(=O)N(CCO)C(C(=O)NC(C)(C)C)c3ccncc3)n2)cc1 (stereo not given)	11	0.9	/	2	-8	1.1
5	Cc1ccc(CNC(=O)C2CCN(S(=O)(=O)c3c(C)noc3C)CC2)cc1	10	0.9	0.059	/	5	0.9
6	O=C(N/N=C/c1cc([N+](=O)[O-])ccc1N1CCNCC1)c1ccc([N+](=O)[O-])cc1	-1	1	/	/	5	1.1
7	CCOC(=O)c1c(N/N=C/c2ccncc2)n[nH]c1C	8	0.9	0.66	6	-5	1
8	CC(=O)Nc1cccc(NC(=O)COc2nncc3ccccc23)c1	6	0.9	-0.0013	-8	6	0.8

item	G6PDH counter	PMI act hi M6P	PPARg SRC3 recr	PPARg SRC1 recr	SRC2 TRFRET art
1	1	0.9	7	5	1682
2	25	1.1	1	8	1571
3	6	1	8	1	1701
4	4	1	-16	-2	1380
5	3	1	-4	2	1649
6	8	1.1	8	5	1553
7	0	1	-4	2	1352
8	7	1	3	1	1776

The list goes on.
item	compound	Diaph inh CS	Diaphorase act	ROMK primary	S1P3 antagonist	PPARg SRC-2 ag	PMI act
9	S=C(c1cn(CCOc2ccccc2)c2ccccc12)N1CCCC1	8	0.9	/	/	1	0.9
10	N#CCSc1nnc2ccc3ccccc3n12	15	0.8	/	6	13	0.8
11	O=C(CCC1CCCN(C(=O)C2CCCC2)C1)NCc1ccc(F)c(F)c1 (stereo not given)	3	1	-0.32	4	2	1
12	COC(=O)c1ccc(C2NC(=S)N(c3ccccc3)C(C)=C2C(=O)Nc2ccccc2OC)cc1 (stereo not given)	18	0.8	0.17	/	-5	1
13	O=S(=O)(NCCN1CCOCC1)c1ccc(Cl)s1	3	1	-0.15	0	8	1.1
14	O=C(NC12CC3CC(CC(C3)C1)C2)c1ccc(-c2ccc(Br)cc2)o1	17	0.8	/	-7	12	0.9
15	COc1ccc(C(=O)Oc2ccc(=O)n(-c3ccccc3)n2)cc1	1	1	/	/	0	1.1
16	CCCCCCNc1c([N+](=O)[O-])c(=O)sc2ccccc12	-3	1	0.47	-13	-5	1.1

item	G6PDH counter	PMI act hi M6P	PPARg SRC3 recr	PPARg SRC1 recr	SRC2 TRFRET art
9	-11	1	7	-1	1705
10	4	0.9	17	1	1657
11	-4	0.9	-1	12	1681
12	2	1	-3	-3	1323
13	10	1	5	2	1561
14	11	0.9	8	6	1645
15	12	1	4	-4	1637
16	5	1.1	-5	-5	1442

Whole records as entered above. Order of values: Diaph inh CS | Diaphorase act | ROMK primary | S1P3 antagonist | PPARg SRC-2 ag | PMI act | G6PDH counter | PMI act hi M6P | PPARg SRC3 recr | PPARg SRC1 recr | SRC2 TRFRET art
Cc1ccc(CNC(=O)C2CCN(S(=O)(=O)c3c(C)noc3C)CC2)cc1 across the screens: 10 | 0.9 | 0.059 | / | 5 | 0.9 | 3 | 1 | -4 | 2 | 1649
O=S(=O)(NCCN1CCOCC1)c1ccc(Cl)s1 across the screens: 3 | 1 | -0.15 | 0 | 8 | 1.1 | 10 | 1 | 5 | 2 | 1561
O=C(CCC1CCCN(C(=O)C2CCCC2)C1)NCc1ccc(F)c(F)c1 (stereo not given) across the screens: 3 | 1 | -0.32 | 4 | 2 | 1 | -4 | 0.9 | -1 | 12 | 1681
Cc1cc(NC(=O)CSc2cn(C)c3ccccc23)no1 across the screens: 14 | 0.9 | / | -4 | 8 | 1.1 | 1 | 0.9 | 7 | 5 | 1682
CCOC(=O)c1c(N/N=C/c2ccncc2)n[nH]c1C across the screens: 8 | 0.9 | 0.66 | 6 | -5 | 1 | 0 | 1 | -4 | 2 | 1352

Other results follow.
item	compound	Diaph inh CS	Diaphorase act	ROMK primary	S1P3 antagonist	PPARg SRC-2 ag	PMI act
17	Cc1nn(-c2ccccc2)c(Cl)c1C(=O)NCCCCNC(=O)c1c(C)nn(-c2ccccc2)c1Cl	15	0.8	/	/	-4	0.9
18	Cc1c(NC(=O)CN2CCC(C(N)=O)CC2)cccc1[N+](=O)[O-]	3	1	-0.81	-2	6	1
19	COCCNC(=O)c1onc(CSc2ccc(C)c(C)c2)c1C(=O)O	19	0.8	/	/	0	1
20	O=C(Nc1nnc(C2=COCCO2)o1)c1ccc(Cl)cc1	4	1	/	-1	8	1
21	CCCOc1ccc(-c2cc(C(=O)NCC3CCCO3)c3ccccc3n2)cc1 (stereo not given)	10	0.9	-4.2*	9	-1	1
22	COCCn1c(N)c(C(=O)NCC2CCCO2)c2nc3ccccc3nc21 (stereo not given)	33	0.7	-3.2	/	2	0.5
23	N#CC(C#N)=c1ccc2c(c1)N1C3=C(CCCC3)CC3CCCCC31N=2 (stereo not given)	76*	0.2	-1.9	-36	5	0.8
24	c1ccc(-c2n[nH]c(-c3ccccn3)n2)cc1	20	0.8	-0.81	/	9	0.9

item	G6PDH counter	PMI act hi M6P	PPARg SRC3 recr	PPARg SRC1 recr	SRC2 TRFRET art
17	3	1	10	3	1380
18	6	1	1	7	1526
19	3	1	-2	-5	1348
20	0	1	1	-12	1481
21	1	1	0	-7	1565
22	28	0.3	9	3	1479
23	-32	0.8	3	0	1394
24	19	0.9	-2	3	1657

(list continues)
item	compound	Diaph inh CS	Diaphorase act	ROMK primary	S1P3 antagonist	PPARg SRC-2 ag	PMI act
25	COc1ccc(CNC(=O)OCCN2CCN(S(=O)(=O)c3ccc(C)cc3)CCC2=O)cc1	-5	1.1	0.58	-22	7	1
26	CCc1ccccc1Nc1nc2ccccc2n1C(C)C	3	1	-0.2	-7	-3	0.9
27	COc1ccc(/C=N/S(=O)(=O)CCc2ccccc2)c(OC)c1	6	0.9	1.2	-12	3	0.8
28	Cc1cc(C)c(NC(=O)CN2C(=O)NC(CCc3ccccc3)C2=O)c(C)c1 (stereo not given)	2	1	-0.83	-1	-5	1.1
29	O=C(N/N=C/C(Br)=C/c1ccccc1)c1cccs1	23	0.8	-0.65	5	-7	0.8
30	O=C1C(=O)N(CCc2c[nH]c3ccccc23)C(c2cccnc2)/C1=C(/O)c1ccccc1 (stereo not given)	5	1	0.66	-10	-7	1.1
31	Cc1nc(C)c(C(=O)NNS(=O)(=O)c2ccc([N+](=O)[O-])cc2)s1	16	0.8	/	14	0	1.2
32	CC(C)(C)c1ccc(C(=O)Nc2ccc(NC(=O)c3ccco3)cc2)cc1	3	1	/	/	0	1

item	G6PDH counter	PMI act hi M6P	PPARg SRC3 recr	PPARg SRC1 recr	SRC2 TRFRET art
25	14	1	6	3	1497
26	11	1	2	10	1664
27	33	0.9	-2	-5	1634
28	-4	1	-2	0	1516
29	10	1	2	-7	1301
30	3	1	-5	-1	1518
31	8	1.4	1	2	1517
32	3	1	-1	-2	1489

(further entries)
item	compound	Diaph inh CS	Diaphorase act	ROMK primary	S1P3 antagonist	PPARg SRC-2 ag	PMI act
33	CC(=O)Oc1ccc2ccc(=O)oc2c1	11	0.9	/	-3	-2	1
34	CCOC(=O)C1=C(CN2CCCCCC2)NC(=O)NC1c1ccc2c(c1)OCO2 (stereo not given)	4	1	-2	-22	2	1.1
35	CN(C)S(=O)(=O)N1CCN(c2ccc([N+](=O)[O-])c(N3CCCCC3)c2)CC1	14	0.9	0.74	2	10	0.9
36	OCCC1CN(Cc2cn[nH]c2C2CCCCC2)CCN1C1CCCCC1 (stereo not given)	/	/	-0.76	-26	6	/
37	Cc1cc(-c2nn(-c3ccccc3F)cc2CNCCc2cnccn2)c(C)s1	-2	1	-1.3	-10	8	1
38	O=C1/C(=C\c2ccc(O)c(O)c2)C(c2ccccc2)=NN1c1ccccc1	65*	0.4	-3.9*	-10	-4	0.6
39	COc1ccc(Cl)cc1C(=O)Nc1ccccc1N1CCN(C(=O)C(C)C)CC1	29	0.7	-0.094	/	0	0.9

item	G6PDH counter	PMI act hi M6P	PPARg SRC3 recr	PPARg SRC1 recr	SRC2 TRFRET art
33	7	1	3	2	1516
34	10	1.1	1	-2	1369
35	11	0.9	-3	4	1645
36	12	/	1	3	1738
37	5	1.1	6	-4	1666
38	17	0.8	-1	-3	1357
39	-4	0.8	5	3	1514

Bioassay records as filed in PubChem.
